# CR mimetic SO: caloric restriction mimetics inhibiting age-related superoxide in yeast. S. cerevisiae aged cells, superoxide DHE fluorescence; hits give low values. superoxide response (% of plate mean), % at 10 µM. 0.18% of 330,000 active. AID 2690;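 active means superoxide response under a set limit, about three screen SD below normal, cut at about 65% in these data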;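 further: yeast aged for seven days with compound at 30 °C before DHE staining; 100% = average MFI of all compound-treated wells on the plate with controls excluded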
# GRK2 inh: human GRK2 inhibition via aptamer displacement; P25098; bead flow cytometry, FAM-aptamer displacement from GRK2; inhibition of aptamer binding, % at 10 µM; 0.59% of 330,000 active; AID 488847;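 active means inhibition of aptamer binding above 40%, roughly 3 SD of noise, on plates passing a quality check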;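 further: median bead fluorescence of bound FAM aptamer so fluorescent compounds give negative values; no value below 0 was filed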
# VLA-4 inh: inhibition in a human VLA-4 binding assay. 0.2% of 330,000 active. AID 2557. inhibition, % (about 7 µM as worked out from the volumes in the protocol). VLA-4 expressing cells, ligand binding flow cytometry. P13612; in the data active means inhibition above about 50%
# MCL1 BIM primary: disrupts human MCL1 binding to BIM-BH3 peptide; inhibition, % at 10.9 µM; 0.68% of 320,000 active; GST-MCL1 / FITC-Bim-BH3 fluorescence polarization;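 active means inhibition above the mean inhibition of all tested compounds plus 3 SD, set per campaign, cut at about 40% in these data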;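 further: 0% = DMSO wells and 100% = unlabeled Bim-BH3 peptide control; higher means more loss of mP so more displacement of Bim peptide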
# Bcl-xL primary: inhibitors of human Bcl-xL; Q07817; 0.7% of 320,000 active; GST-Bcl-xL / FITC-Bim BH3 peptide fluorescence polarization; inhibition, % at 10.9 µM;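 active means inhibition above the mean of all tested compounds plus 3 SD, cutoff set per campaign, cut at about 30% in these data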;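 further: 0% = DMSO wells and 100% = unlabeled Bim-BH3 peptide competitor; inhibitors lower millipolarization by displacing the labeled peptide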
# CIT2 TOR yeast: modulators of TOR pathway CIT2-GFP in S. cerevisiae. S. cerevisiae CIT2-GFP strain, flow cytometry, 3 h; 100 means same as DMSO wells. GFP response vs DMSO, % at 10 µM. 0.065% of 320,000 active. AID 2029;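 active means GFP response relative to DMSO above a set limit, near the screen mean plus 3 SD, cut at about 150% in these data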;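 further: ratio of well median GFP fluorescence to mean of DMSO wells on the plate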
# GLD-1 RNA inh: GLD-1-TGE RNA interaction inhibition (C. elegans); inhibition, % at 5.96 µM; 0.44% of 320,000 active; Q17339; purified GLD-1 + fluorescein TGE RNA, fluorescence polarization; AID 2280;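 active means percent inhibition above a per-plate cutoff, the plate mean of test compounds plus 3 SD, cut at about 30% in these data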;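 further: 0% = DMSO wells with GLD-1 and probe and 100% = wells lacking GLD-1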
# Target sequence (Q17339 whole entry, looked up): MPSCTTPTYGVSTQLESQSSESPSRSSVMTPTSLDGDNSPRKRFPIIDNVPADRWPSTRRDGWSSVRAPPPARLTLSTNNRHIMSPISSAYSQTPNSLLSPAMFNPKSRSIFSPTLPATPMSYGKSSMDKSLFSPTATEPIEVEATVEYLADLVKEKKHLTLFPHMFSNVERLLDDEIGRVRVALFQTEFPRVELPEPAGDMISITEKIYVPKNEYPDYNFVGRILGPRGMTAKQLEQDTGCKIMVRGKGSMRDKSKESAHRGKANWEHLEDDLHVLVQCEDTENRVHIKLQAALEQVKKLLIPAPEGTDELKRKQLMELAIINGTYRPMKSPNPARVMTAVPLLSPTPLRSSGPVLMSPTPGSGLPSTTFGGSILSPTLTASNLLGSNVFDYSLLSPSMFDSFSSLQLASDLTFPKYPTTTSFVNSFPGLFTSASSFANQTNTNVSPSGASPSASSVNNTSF
# AGP1 TOR yeast: modulators of TOR pathway AGP1-GFP in S. cerevisiae; S. cerevisiae AGP1-GFP multiplex flow cytometry, 3 h; GFP as percent of DMSO wells; GFP response vs DMSO, % at 10 µM; 0.02% of 320,000 active;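 active means GFP response relative to DMSO above a set limit, near screen average plus 3 SD, cut at about 150% in these data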;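 further: median GFP channel fluorescence of the gated AGP1 strain per well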
# MEX-5 binding: C. elegans MEX-5 TCR-2 RNA binding activity; Q9XUB2; MEX-5/FITC-TCR2 RNA binding, fluorescence polarization; hits give low values; activity score (negative = inhibition of binding), % at 10 µM; 0.38% of 300,000 active;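 active means inhibition past about -25% in most replicates, and total fluorescence under double the plate's negative control median, limit read from the data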;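 further: 0% = DMSO and -100% = 5 µM competing unlabeled TCR2 RNA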
# Target sequence (Q9XUB2 whole entry, looked up): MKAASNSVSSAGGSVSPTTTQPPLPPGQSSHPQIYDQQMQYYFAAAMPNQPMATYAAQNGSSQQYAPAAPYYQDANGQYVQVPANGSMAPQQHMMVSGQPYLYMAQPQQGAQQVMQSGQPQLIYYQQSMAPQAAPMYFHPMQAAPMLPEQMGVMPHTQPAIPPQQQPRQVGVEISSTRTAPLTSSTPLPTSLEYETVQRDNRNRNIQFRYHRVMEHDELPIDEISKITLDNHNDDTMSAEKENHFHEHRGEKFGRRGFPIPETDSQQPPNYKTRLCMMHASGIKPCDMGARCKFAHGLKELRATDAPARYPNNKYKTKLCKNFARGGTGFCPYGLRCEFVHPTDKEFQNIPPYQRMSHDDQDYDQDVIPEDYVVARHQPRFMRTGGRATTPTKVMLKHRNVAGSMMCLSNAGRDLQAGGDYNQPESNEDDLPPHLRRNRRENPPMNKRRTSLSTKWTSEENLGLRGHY
# An asterisk follows results filed as active; . = not tested or not shown. Hits appear at their usual frequency. Share with any hit: about 2.1%.
SMILES,CR mimetic SO,GRK2 inh,VLA-4 inh,MCL1 BIM primary,Bcl-xL primary,CIT2 TOR yeast,GLD-1 RNA inh,AGP1 TOR yeast,MEX-5 binding
C/C(=N\NC(=O)c1c[nH]c2ccccc12)c1ccco1,82,2,3,-4,3,94,5,94,-1.9
CSc1cccc(NC(=O)c2ccc(CN3CCc4ccccc4C3)cc2)c1,112,0,6,8,5,94,-5,90,-3.8
CC(=O)Nc1ccc(NC(=O)C(C)OC(=O)C2CC3C=CC2C3)cc1 (centres undefined),88,0,18,0,3,97,-1,102,1.8
CCOC(=O)c1c(C)[nH]c(C)c1C(=O)CSc1nc2ccccc2c(=O)n1-c1ccc(CC)cc1,102,0,26,6,6,97,7,96,2.5
Cc1cc(=O)oc2cc(OCCc3ccccc3)ccc12,99,3,3,0,4,88,0,92,-1.7
COc1ccccc1/C=C1\SC(=S)N(CCC(=O)Nc2nnc(C)s2)C1=O,102,0,-9,4,5,99,8,94,0.1
COc1ccc(CCNC(=O)C/C(C)=N/NC(=O)c2ccc(Cl)cc2Cl)cc1OC,83,1,26,4,2,111,2,100,-0.2
Cc1c(/C(O)=C2/C(=O)C(=O)N(CCN3CCOCC3)C2c2cccnc2)cnn1-c1ccccc1 (centres undefined),112,0,17,1,8,103,-4,98,-1.5
COC(=O)c1cn(-c2cccc(C)n2)cn1,92,0,-28,14,16,101,13,107,-6.6
Cc1csc(Sc2ccc([N+](=O)[O-])cc2C(=O)OCC(=O)NC(=O)NC(C)(C)C)n1,101,0,19,4,-2,103,6,96,0.4
O=C(NC(=S)NCCC1=CCCCC1)c1ccccc1Br,82,0,12,34,16,97,3,100,-0.8
COC(=O)C1CSC(C(=O)OC)N1C(=O)CN1CC(C)OC(C)C1 (centres undefined),98,0,5,0,2,95,4,100,-0.5
O=C(NCCC1CCCCN1S(=O)(=O)c1cccs1)C(=O)Nc1cccc(F)c1 (centres undefined),108,1,35,1,0,88,-2,86,-3.0
CCOC(=O)C1=C2NC(=O)c3ccccc3N2C(=O)C1,113,2,0,43*,48*,95,52*,104,-31*
Cn1c(N)c(C(=O)c2cc(-c3ccncc3)nc3ccccc23)c(=O)n(C)c1=O,124,0,2,6,6,95,-7,94,-2.0
O=C(O)CCc1nnc(SCC(=O)Nc2ccc(Br)cc2)[nH]c1=O,108,1,3,2,6,102,-4,96,-1.4
CS(=O)(=O)c1ccc([C@@H](O)[C@@H](CF)NC(=O)C(Cl)Cl)cc1,110,0,28,-11,-4,81,-1,86,.
CCOC(=O)c1c(C)n(C)c2ccc(OC)c(NC(=O)CN3CCN(Cc4ccccc4)CC3)c12,86,4,1,-6,2,104,-4,.,0.0
COc1ccc(C2=Nn3c(nnc3-c3ccncc3)SC2)cc1,109,0,27,9,0,91,3,113,-2.5
Cc1nc(-c2ccc(Cl)cc2)sc1C1(C)CC(c2cccc(F)c2)=NO1 (centres undefined),105,0,-2,6,3,98,0,101,2.5
O=C(O)Cc1ccc(C(=O)c2ccc(Cl)cc2Cl)s1,131,6,-2,4,3,96,3,104,0.6
Cc1cccc(C(=O)OC(C)C(=O)Nc2ccc(S(=O)(=O)Nc3ncccn3)cc2)c1C (centres undefined),120,0,-5,3,1,110,0,104,.
Cc1ccc(C)c(NS(=O)(=O)c2ccc3[nH]c(=O)oc3c2)c1,95,4,-7,16,6,109,9,107,-4.8
Cc1ccccc1OCC(=O)Nc1cccc2nsnc12,101,0,-10,0,2,106,2,100,-3.0
COC(=O)CSc1nnc(CNC(=O)c2cccs2)n1-c1cc(OC)ccc1OC,84,1,3,-7,0,107,10,109,.
# Going on with the list.
SMILES,CR mimetic SO,GRK2 inh,VLA-4 inh,MCL1 BIM primary,Bcl-xL primary,CIT2 TOR yeast,GLD-1 RNA inh,AGP1 TOR yeast,MEX-5 binding
CC(=O)c1cc(-c2ccccc2)n(CC(=O)Nc2cc(C)cc(C)c2)c1C,100,0,22,4,4,90,7,97,-1.8
COCCn1c(SCc2ccc(OC)c(F)c2)nnc1-c1ccncc1,104,0,3,-2,0,106,-1,95,0.8
O=C(Nc1ccccc1)N1CCC(=S)Nc2ccccc21,98,4,4,-4,4,94,-3,96,-0.2
O=C(NNC(=S)Nc1ccccc1)c1ccccc1[N+](=O)[O-],95,0,5,8,6,94,0,104,-8.5
Cc1ccc(NC(=O)COC(=O)CN2C(=O)NC3(CCCC3)C2=O)cc1F,85,0,-4,-4,-1,105,4,96,.
COc1ccc(CCNC(=O)C2CCCN2C(=O)NC2CCCCC2)cc1OC (centres undefined),109,0,1,1,0,100,-3,105,3.9
COC(=O)C(=O)/C=C(\O)c1c(C)cc(C)cc1C,103,6,-65,2,3,103,2,105,1.7
Cc1ccc(-c2nnc(Nc3ccc4c(c3)nc(C)n4C)c3ccccc23)cc1,105,3,-10,-1,-3,107,0,113,-2.5
Brc1ccc(N=NNc2ccccc2)cc1,96,0,0,9,6,103,1,101,0.8
O=C(CSc1nc2c(c(=O)[nH]1)CCCC2)Nc1ccc(Cl)cc1F,96,0,19,7,7,95,-6,89,-1.6
COCCCNS(=O)(=O)c1ccc2c(c1)CCN2C(C)=O,106,0,-3,-3,3,.,-2,103,-0.4
CCC(Br)C(=O)Nc1ccc(OC)cc1 (centres undefined),88,2,17,13,3,100,5,99,0.2
C#CCOCCOCCOCCNc1nc(N2CCOCC2)nc(N2CCN(C(=O)[C@H](CCCCN)n3cc([C@@H](N)CC(C)C)nn3)CC2)n1,100,0,15,1,1,108,-6,89,1.6
Cc1ccc(-c2cnn3c(N4CCOCC4)cc(C)nc23)cc1,99,0,5,.,.,85,.,86,2.3
CC12CCC(C(=O)NCc3ccccc3)(OC1=O)C2(C)C (centres undefined),90,0,14,5,3,95,2,98,-0.9
COc1ccc(C(CNC(=O)c2oc3ccc(F)cc3c2C)N2CCCCC2)cc1 (centres undefined),102,0,0,-5,0,109,0,103,0.9
CCOc1ccc2nc(N(CCN(CC)CC)C(=O)c3cccc([N+](=O)[O-])c3)sc2c1,99,4,14,-2,3,107,3,103,0.3
O=C(O)CCN=C1CCCc2ccccc2N1,103,0,15,5,3,95,-3,103,-1.1
COc1ccc(C(=O)COC(=O)c2ccc(OC)c(OC)c2)cc1OC,138,0,-37,6,4,90,3,93,-0.4
O=C(NC1CCCC1)c1cccc(S(=O)(=O)N2CCOCC2)c1,89,1,29,5,4,95,3,99,.
Cc1ccc(S(=O)(=O)Nc2cccc(C(=O)NCCN3CCOCC3)c2)cc1F,103,0,15,11,5,96,8,103,.
Cc1ccc(-c2nnc(N3CCC(C)CC3)c3ccccc23)cc1,88,0,6,2,4,90,-1,84,-0.3
CCN(CC)S(=O)(=O)c1ccc(S(=O)(=O)Nc2c(C)nn(C)c2C)cc1,95,0,4,4,4,88,2,106,1.4
Cn1cc([N+](=O)[O-])c(C(=O)N/N=C/c2ccncc2)n1,99,2,-9,3,3,95,-2,97,1.2
O=C(/C=C/Nc1ccc(F)cc1)c1cccs1,89,0,5,-9,-3,98,0,89,-1.7

# Grouped by structure: the entries above containing four or more nitrogen atoms.
SMILES,CR mimetic SO,GRK2 inh,VLA-4 inh,MCL1 BIM primary,Bcl-xL primary,CIT2 TOR yeast,GLD-1 RNA inh,AGP1 TOR yeast,MEX-5 binding
COc1ccccc1/C=C1\SC(=S)N(CCC(=O)Nc2nnc(C)s2)C1=O,102,0,-9,4,5,99,8,94,0.1
Cc1c(/C(O)=C2/C(=O)C(=O)N(CCN3CCOCC3)C2c2cccnc2)cnn1-c1ccccc1 (centres undefined),112,0,17,1,8,103,-4,98,-1.5
Cc1csc(Sc2ccc([N+](=O)[O-])cc2C(=O)OCC(=O)NC(=O)NC(C)(C)C)n1,101,0,19,4,-2,103,6,96,0.4
Cn1c(N)c(C(=O)c2cc(-c3ccncc3)nc3ccccc23)c(=O)n(C)c1=O,124,0,2,6,6,95,-7,94,-2.0
O=C(O)CCc1nnc(SCC(=O)Nc2ccc(Br)cc2)[nH]c1=O,108,1,3,2,6,102,-4,96,-1.4
CCOC(=O)c1c(C)n(C)c2ccc(OC)c(NC(=O)CN3CCN(Cc4ccccc4)CC3)c12,86,4,1,-6,2,104,-4,.,0.0
COc1ccc(C2=Nn3c(nnc3-c3ccncc3)SC2)cc1,109,0,27,9,0,91,3,113,-2.5
Cc1cccc(C(=O)OC(C)C(=O)Nc2ccc(S(=O)(=O)Nc3ncccn3)cc2)c1C (centres undefined),120,0,-5,3,1,110,0,104,.
COC(=O)CSc1nnc(CNC(=O)c2cccs2)n1-c1cc(OC)ccc1OC,84,1,3,-7,0,107,10,109,.
COCCn1c(SCc2ccc(OC)c(F)c2)nnc1-c1ccncc1,104,0,3,-2,0,106,-1,95,0.8
O=C(NNC(=S)Nc1ccccc1)c1ccccc1[N+](=O)[O-],95,0,5,8,6,94,0,104,-8.5
Cc1ccc(-c2nnc(Nc3ccc4c(c3)nc(C)n4C)c3ccccc23)cc1,105,3,-10,-1,-3,107,0,113,-2.5
C#CCOCCOCCOCCNc1nc(N2CCOCC2)nc(N2CCN(C(=O)[C@H](CCCCN)n3cc([C@@H](N)CC(C)C)nn3)CC2)n1,100,0,15,1,1,108,-6,89,1.6
Cc1ccc(-c2cnn3c(N4CCOCC4)cc(C)nc23)cc1,99,0,5,.,.,85,.,86,2.3
CCOc1ccc2nc(N(CCN(CC)CC)C(=O)c3cccc([N+](=O)[O-])c3)sc2c1,99,4,14,-2,3,107,3,103,0.3
CCN(CC)S(=O)(=O)c1ccc(S(=O)(=O)Nc2c(C)nn(C)c2C)cc1,95,0,4,4,4,88,2,106,1.4
Cn1cc([N+](=O)[O-])c(C(=O)N/N=C/c2ccncc2)n1,99,2,-9,3,3,95,-2,97,1.2

# High-throughput results from PubChem.
